LGR2 antag = blocks bursicon-induced cAMP signaling via Drosophila LGR2; HEK293 LGR2, CRE-luciferase, bursicon-stimulated, 4 h; inhibition, % at 9.99 µM; hit rate 0.35% among 380,000;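 active = drop in luminescence signal, shown as inhibition above about 50% in the replicate tests, limit read from the data, passing the limit was not always enough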;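 also: agonist challenge used bursicon conditioned medium at about half maximal strength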
PGC1a acetyl inh = modulators of PGC1a acetylation; U2OS PGC1a acetylation, AlphaScreen anti-acetyl-lysine; with virally co-expressed GCN5 acetyltransferase; inhibition, % at 15.6 µM; hit rate 0.17% among 350,000;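 active = every replicate shows inhibition of at least 40%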;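 also: 0% = neutral control wells and 100% = positive control wells; some results beyond the cut were filed as inactive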
PglD DTNB = blocks C. jejuni PglD acetyltransferase activity; inhibition, % at 12.5 µM; purified PglD enzyme, DTNB colorimetric CoA detection; hit rate 0.098% among 360,000; in the data active = inhibition above about 16%, passing the limit was not always enough; also: strong numbers were not always called active
EWS-Fli block = EWS/Fli transcriptional activity inhibition | AID 651661 | inhibition, % at 12.6 µM | hit rate 0.67% among 350,000 | A673 NR0B1-luciferase reporter, viability-normalised;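 active = mean inhibition of at least 50% after viability correction, with every replicate also passing that limit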;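 also: firefly luciferase signal divided by Alamar Blue viability fluorescence both relative to DMSO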
S100A4 inh HTS = S100A4-myosin IIA interaction inhibition; hit rate 0.14% among 360,000; inhibition, % at 10.7 µM; AID 652163; P26447; S100A4/TAMRA-MyoIIA peptide fluorescence polarization;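 active = mean inhibition of at least 70% across replicates, with every replicate also reaching that level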
Target sequence (P26447 whole entry, looked up): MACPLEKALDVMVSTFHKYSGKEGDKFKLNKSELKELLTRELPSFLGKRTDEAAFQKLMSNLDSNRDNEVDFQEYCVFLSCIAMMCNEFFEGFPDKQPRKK
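Material: S100A4 monomer protein | Medium: HEPES pH 7.2 with CaCl2, KCl, NaCl, DTT, Triton | Reagent: Labelled myosin peptide probe, 5 nM | Doses: One dose per compound | Times: 5 min incubation before reading | Benchmarks: Neutral control DMSO, positive control TFP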
ERAP1 HTS inh = blocks human ERAP1 aminopeptidase activity | Q9NZ08 | recombinant ERAP1, Leu-AMC fluorescence, 60 min | inhibition, % at 10.7 µM | hit rate 0.15% among 340,000 | AID 652197;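 active = mean replicate inhibition of at least 30%, or all replicates individually reaching that 30% level; inactive = mean below 30% and not every replicate reaching it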;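 also: 0% = neutral control wells and 100% = L-leucinethiol positive control wells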
FN deposition inh = fibronectin deposition inhibition; AID 743247; AH1F fibroblasts, Alexa488-fibronectin deposition fluorescence, overnight; hit rate 0.086% among 350,000; inhibition, % at 12.6 µM;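 active = mean inhibition across replicates of 30% or more, regardless of how many single replicates reach that level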;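 also: positive control wells lacked labelled fibronectin entirely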
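Material: AH1F fibroblast monolayer depositing Alexa488-labelled fibronectin into matrix / Amount: 10000 AH1F cells per well / Signal: fluorescence 485/525 nm / Medium: DMEM, 2% serum / Compound: single dose, pinned / Incubation: 1 h cell adhesion before compound, then overnight fibronectin incubation / Reagent: Alexa488-FN, 24 nM final / Read-out: inhibition of fibronectin deposition signal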
PAX8 reporter = PAX8 transcriptional activity inhibition; RMG-I TPO-luciferase reporter, SteadyGlo, 24 h; inhibition, % at 12.6 µM; hit rate 1.2% among 360,000; AID 652154;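 active = mean replicate inhibition at least 60% with every replicate also reaching 60%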;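 also: luciferase light reporting Pax8 driven TPO promoter activity; plate controls were median of neutral control wells for no effect and mitoxantrone controls for full effect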
An asterisk follows results filed as active; / = not tested or not shown; & = joins results of further samples.

molecule,LGR2 antag,PGC1a acetyl inh,PglD DTNB,EWS-Fli block,S100A4 inh HTS,ERAP1 HTS inh,FN deposition inh,PAX8 reporter
Cc1cccc(-c2n[nH]c(=S)n2/N=C/c2cccs2)c1,0,15,2,6,0,2,-5,20
CCOC(=O)c1c(C)[nH]c(C(=O)OCc2csc(CC(=O)Nc3ccccc3C)n2)c1C,7,7,/,-22,-3,-1,-10,0
C[C@H](CO)N1C[C@H](C)[C@@H](CN(C)S(C)(=O)=O)Oc2c(NC(=O)c3ccncc3)cccc2C1=O,-7&-7,10&-16,-2&-2,-7&-7,8&-9,-3&-2,-1,-14&-10
CCOc1ccccc1CN1CCCC(CNC(=O)Cc2ccc(OC)cc2)C1 (centres undefined),7,-4,1,13,5,0,-4,-32
O=C(COc1ccccc1)Nc1c2c(nn1-c1ccccc1)CS(=O)C2 (centres undefined),16,-7,1,-5,4,-3,7,-16
Cn1cc(/C=N/NC(=O)c2cc3cc(Br)ccc3o2)c2ccccc21,12,-4,-3,8,-7,0,5,22
CCCN1C[C@@H](C)[C@H](OC)CN(C)C(=O)c2ccc(NC(=O)c3ccccc3)cc2OC[C@@H]1C,8,-2,3,1,-3,2,-1,/
O=C(N[C@H]1C=C[C@@H](CC(=O)N2CCCCC2)O[C@@H]1CO)c1ccc2c(c1)OCO2,-1,1,-1,-5,1,1,3,7
O=S(=O)(N1CCOCC1)N1CCN(c2ccc(F)cc2)CC1,0,/,0,1,1,-6,/,/
CCC(=O)Nc1ccc2c(c1)C(=O)N(C)C[C@@H](OC)[C@@H](C)CN(C(=O)c1ccc(F)cc1)[C@@H](C)CO2,15,5,0,6,2,-1,-10,/
O=C(O)c1cccc2c1Cc1cc([N+](=O)[O-])ccc1-2,17,-20,-2,-3,0,-9,-2,5
N/C(=N\OC(=O)CCCc1ccccc1)c1ccccn1,-40,/,/,9,-7,4,6,-53
Cc1cccc(CC(=O)NCCS(=O)(=O)N2CCN(c3ccccc3)CC2)c1,1,/,2,4,-1,0,-5,8
O=C(NCC[C@@H]1CC[C@@H](NC(=O)C2CCCCC2)[C@H](CO)O1)c1cc(Cl)cc(Cl)c1,10,5,5,2,-1,-1,2,-14
CCC(=O)N1[C@H](CO)[C@H]2c3ccccc3N(C(=O)c3cccc(OC)c3)C[C@H]21,2,-3,1,-4,/,/,/,1
C[C@@H]1CN([C@H](C)CO)C(=O)Cc2cc(NC(=O)CCN3CCOCC3)ccc2O[C@@H]1CN(C)S(=O)(=O)c1ccc(Cl)cc1,-15,-1,10,-17,-5,0,/,/
CCOc1ccc(CCNC(=O)CN2C(=O)NC3(CCCc4ccccc43)C2=O)cc1OCC (centres undefined),-10,4,/,-1,-7,3,0,-4
Cc1ccc(/C=N/Nc2nc(Cl)c(Cl)cc2Cl)s1,/,-5,-7,/,/,/,2,-182
CCOc1ccc(NC(=O)C2CCCN(c3nn4c(=O)cc(C)nc4s3)C2)cc1 (centres undefined),19,3,5,-5,3,2,-2,-7
COCC(=O)N(C)C[C@H]1Oc2ncc(C#Cc3ccc(F)cc3)cc2C(=O)N([C@@H](C)CO)C[C@@H]1C,-6,-8,2,-14,5,-2,0,/
O=[N+]([O-])c1cccc(NC(=S)N2CCc3ccccc3C2)c1,-48,/,/,-35,-9,-2,5,-61
COc1ccc(/C=C/c2ccc3cccc(O)c3n2)c(OC)c1OC,-92,2,-7,-27,-28,-5,35*,-10
CCOc1ccc(NC(=O)/C=C/c2ccccc2)c([N+](=O)[O-])c1,-74,/,/,-9,5,0,2,-81
CCCCNC(=O)c1ccc(C)c(NC(=O)C2=C(C)OCCS2)c1,-1,/,9,-1,5,-5,-2,14

Six of the compounds above, with values under each structure.
Values run as follows: LGR2 antag | PGC1a acetyl inh | PglD DTNB | EWS-Fli block | S100A4 inh HTS | ERAP1 HTS inh | FN deposition inh | PAX8 reporter
CCOc1ccc(NC(=O)C2CCCN(c3nn4c(=O)cc(C)nc4s3)C2)cc1 (centres undefined)
    19 | 3 | 5 | -5 | 3 | 2 | -2 | -7
COCC(=O)N(C)C[C@H]1Oc2ncc(C#Cc3ccc(F)cc3)cc2C(=O)N([C@@H](C)CO)C[C@@H]1C
    -6 | -8 | 2 | -14 | 5 | -2 | 0 | /
O=[N+]([O-])c1cccc(NC(=S)N2CCc3ccccc3C2)c1
    -48 | / | / | -35 | -9 | -2 | 5 | -61
COc1ccc(/C=C/c2ccc3cccc(O)c3n2)c(OC)c1OC
    -92 | 2 | -7 | -27 | -28 | -5 | 35* | -10
CCOc1ccc(NC(=O)/C=C/c2ccccc2)c([N+](=O)[O-])c1
    -74 | / | / | -9 | 5 | 0 | 2 | -81
CCCCNC(=O)c1ccc(C)c(NC(=O)C2=C(C)OCCS2)c1
    -1 | / | 9 | -1 | 5 | -5 | -2 | 14

Full records, looked up by structure:
COCC(=O)N(C)C[C@H]1Oc2ncc(C#Cc3ccc(F)cc3)cc2C(=O)N([C@@H](C)CO)C[C@@H]1C reads LGR2 antag: -6; PGC1a acetyl inh: -8; PglD DTNB: 2; EWS-Fli block: -14; S100A4 inh HTS: 5; ERAP1 HTS inh: -2; FN deposition inh: 0; PAX8 reporter: /
CCOc1ccc(CCNC(=O)CN2C(=O)NC3(CCCc4ccccc43)C2=O)cc1OCC (centres undefined) reads LGR2 antag: -10; PGC1a acetyl inh: 4; PglD DTNB: /; EWS-Fli block: -1; S100A4 inh HTS: -7; ERAP1 HTS inh: 3; FN deposition inh: 0; PAX8 reporter: -4

New compounds follow:
molecule,LGR2 antag,PGC1a acetyl inh,PglD DTNB,EWS-Fli block,S100A4 inh HTS,ERAP1 HTS inh,FN deposition inh,PAX8 reporter
O=C(c1ccccc1)N1C[C@@H]2[C@H](c3ccccc31)[C@@H](CO)N2C(=O)c1ccccn1,-1,7,3,-8,6,1,3,-13
CCOC(=O)C(C)c1ccc2cc(OC)ccc2c1 (centres undefined),/,3,1,/,/,/,1,-21
O=C(OC(c1ccccc1)c1nccc2ccccc12)c1cc([N+](=O)[O-])cc([N+](=O)[O-])c1 (centres undefined),24,-8,-3,/,/,/,-7,2
O=C(NC[C@H]1CC[C@@H]2[C@@H](CN2S(=O)(=O)c2ccccc2F)O1)C1CCCCC1,/,1,/,4,-3,7,/,-17
Cc1ccc(-n2c(-c3ccncc3)n[nH]c2=S)cc1C,-9,/,-4,8,1,5,6,-2
O=C(c1cccc(F)c1)N1CC[C@@H]2[C@@H](CO)Nc3ccc(C#Cc4ccc(F)cc4)cc3[C@@H]21,/,-34,-4,-6,-9,1,/,-2
Cc1cc(C(=O)N/N=C/c2cc(Cl)cc([N+](=O)[O-])c2O)n[nH]1,4,/,/,11,3,/,5,19
COc1ccc(NC(=O)CCCc2nnc3n(C)c(=O)c4sccc4n23)cc1,6,2,-2,11,7,1,1,-10
C[C@@H]1CCCCO[C@H](CN(C)S(=O)(=O)c2ccccc2)[C@@H](C)CN([C@H](C)CO)C(=O)c2cc(NC(=O)Nc3ccc4c(c3)OCO4)ccc2O1,-5,2,3,0,-9,0,-2,0
Cc1ccccc1Nc1nc(N)nc(COC(=O)c2ccco2)n1,-70,5,2,-95,1,-1,3,-184
CC(C)c1ccc(NC(=O)[C@@H]2CCC(=O)N2C2OC(=O)c3ccccc32)cc1 (some centres undefined),-75,3,2,-73,-6,/,/,/
O=C(Nc1ccc(C(=O)N2CCOCC2)cc1)c1cc(-c2cccnc2)nc2ccc(Br)cc12,16,-4,/,18,27,-3,/,31
Cc1c(NS(=O)(=O)c2ccc(N3CCN(C)CC3)c([N+](=O)[O-])c2)c(=O)n(-c2ccccc2)n1C,3,-3,/,5,-4,0,/,-3
COc1ccccc1CNC(=O)C[C@@H]1C[C@@H]2c3cc(NS(=O)(=O)c4ccc(F)cc4)ccc3O[C@@H]2[C@@H](CO)O1,-1,4,-1,0,8,-1,/,10
CCOc1cc(CNCCCN2CCOCC2)ccc1OCC(=O)NC(C)(C)C,8,24,3,-3,3,2,-2,4
CC(C)C[C@H]1CN=C(Nc2ccccc2)N1CC1CCCCC1,10,-5,-1,7,1,-5,5,5
CNC[C@@H]1Oc2c(NS(=O)(=O)c3ccc(F)cc3)cccc2C(=O)N([C@@H](C)CO)C[C@@H]1C,16,3,3,-3,0,5,/,-16
CC(C)CNC(=O)C(=O)Nc1cc2c3c(c1)CCC(=O)N3CCC2,6,-7,2,10,-2,2,0,8
COc1ccc(NC(=O)c2ccc(Cc3ccc(C)cc3)o2)cc1,/,0,-2,/,/,/,-4,-18
COc1cc(CNc2ccc(N3CCN(C(C)=O)CC3)cc2)ccc1OCc1ccc(F)cc1,-76,4,/,-18,-8,-2,20,-84
Cc1noc(C)c1Cc1ccc(O)cc1,/,7,1,/,/,/,-4,8
COc1ccc(CCN(C)Cc2nc(Cc3ccc(OC)c(OC)c3)no2)cc1OC,6,3,-1,10,-11,/,3,30
COc1ccc(Cl)cc1C(=O)NNC(=O)CCNC(=O)c1ccccc1,11,-1,5,-13,-1,-1,4,6
O=C(Nc1cccc(NC(=O)c2ccccc2Cl)c1)c1ccco1,-5,9,-3,3,-6,2,5,6
C=CCn1c(SCC(=O)Nc2cccc(S(N)(=O)=O)c2)nc2sc(C)c(C)c2c1=O,-16,/,3,2,-3,-3,9,2
CN(C(=O)c1cccc(NC(=O)Cc2ccc(NC(=O)C3CCN(C(=O)C4CCCCC4)CC3)cc2)c1)C1CCCC1,-9,-4,1,3,8,-6,6,13
Cc1ccc(OCC(=O)Nc2ccc(C)c(S(=O)(=O)N3CCCCCC3)c2)c([N+](=O)[O-])n1,1,-7,7,4,3,-6,-12,13
Cc1cccc(C(=O)N2CCN(Cc3ccc4c(c3)OCO4)CC2)c1,7,4,0,2,2,4,3,5
COc1ccc(S(=O)(=O)NC2CCCC2)c(Cl)c1Cl,-5,7,0,/,/,/,13,/
COc1cc(NC(=O)C2=C(C)OCCS2)c(Cl)cc1C(=O)NCCCN1CCCC(C)C1 (centres undefined),0,8,-1,-3,-6,-3,2,9
COc1ccc(NC(=S)NC(C)C(c2ccccc2)N2CCOCC2)cc1 (centres undefined),24,1,/,9,-1,0,-2,-8

Screening data: PubChem BioAssay, Broad Institute
